TbHK1 inh – Trypanosoma brucei hexokinase 1 inhibitors, primary screen, biochemical, G6PDH-coupled NADH absorbance, MLSCN library | actives 0.11% (n = 220,000) | recombinant TbHK1, G6PDH-coupled NADH A340 | hexokinase 1 [Trypanosoma brucei] | inhibition, % at 10 µM;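 active = inhibition of 50% or more in the single-dose primary screen; inactive = inhibition below 50%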
PGE2 EP2 inh – human EP2 receptor antagonists, primary screen, TR-FRET cAMP, C6 glioma cells; actives 0.52% (n = 260,000); C6 glioma cells expressing human EP2; cells stimulated with saturating PGE2; AID 1422, 2008; inhibition, % at 25 µM; Prostaglandin E2 receptor EP2 subtype (Homo sapiens), P43116;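 active = percent inhibition above 40 after rounding to a whole number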;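 note: rat C6 glioma host cells with rolipram phosphodiesterase inhibitor present; the protocol text gives 20 µM as final concentration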
Target sequence (P43116 whole entry, looked up): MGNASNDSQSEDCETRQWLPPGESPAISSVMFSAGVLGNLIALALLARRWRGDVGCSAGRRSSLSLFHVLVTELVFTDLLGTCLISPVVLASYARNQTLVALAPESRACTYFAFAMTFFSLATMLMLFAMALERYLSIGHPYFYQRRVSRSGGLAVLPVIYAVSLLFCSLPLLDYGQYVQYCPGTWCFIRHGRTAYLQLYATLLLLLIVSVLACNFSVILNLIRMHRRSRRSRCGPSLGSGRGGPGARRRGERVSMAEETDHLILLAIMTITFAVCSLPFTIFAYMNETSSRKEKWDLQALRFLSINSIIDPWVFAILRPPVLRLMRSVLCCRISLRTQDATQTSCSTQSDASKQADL
RBBP9 inhibitor – human RBBP9 inhibitors, primary screen, biochemical, fluorescence polarization, FP-Rh probe, HTS; recombinant RBBP9; inhibition, % at 7.94 µM; actives 0.2% (n = 220,000); AID 1515, 2009;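 active = inhibition above the campaign mean of all tested compounds plus 3 SD, cut at about 14% in these data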;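 note: plate controls were DMSO wells with RBBP9 for no effect and wells lacking RBBP9 protein for full effect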
Target sequence (O75884 whole entry, looked up): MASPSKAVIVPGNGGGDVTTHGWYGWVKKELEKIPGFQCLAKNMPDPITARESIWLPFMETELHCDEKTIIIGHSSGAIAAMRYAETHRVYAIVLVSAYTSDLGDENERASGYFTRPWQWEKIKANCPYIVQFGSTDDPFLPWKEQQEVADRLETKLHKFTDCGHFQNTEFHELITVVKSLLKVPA
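System: RBBP9 protein | Quantity: 2.5 µM RBBP9 dispensing solution, before mixing | Reagent: FP-Rh probe, 375 nM dispensing solution | Timing: Enzyme-compound preincubation 30 min, then probe labeling 45 min, 25 °C | Measured by: Fluorescence polarization | Read-out: % inhibition | Replication: One well per compound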
p47phox inh – p47phox/p22phox peptide binding inhibitors, primary screen, biochemical, uHTS, NADPH oxidase regulatory subunit; Neutrophil cytosol factor 1 (Homo sapiens), P14598; inhibition, % at 24.7 µM; fluorescence polarization, 2 h; actives 0.53% (n = 220,000);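 active = inhibition above about 30%, limit read from the data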;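 note: 0% = p47phox with labelled peptide and 100% = labelled peptide alone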
Target sequence (P14598 whole entry, looked up): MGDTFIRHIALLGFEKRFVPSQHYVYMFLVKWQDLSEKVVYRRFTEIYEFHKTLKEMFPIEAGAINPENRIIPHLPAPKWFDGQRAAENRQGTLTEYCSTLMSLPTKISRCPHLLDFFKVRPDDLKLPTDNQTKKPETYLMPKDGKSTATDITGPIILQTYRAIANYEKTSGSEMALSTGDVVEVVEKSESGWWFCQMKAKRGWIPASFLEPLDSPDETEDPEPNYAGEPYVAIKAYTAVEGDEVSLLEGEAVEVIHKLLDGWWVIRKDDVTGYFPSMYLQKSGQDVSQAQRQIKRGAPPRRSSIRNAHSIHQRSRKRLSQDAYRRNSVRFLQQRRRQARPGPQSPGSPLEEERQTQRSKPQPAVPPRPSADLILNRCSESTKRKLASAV
Furin inh – human furin inhibitors, primary screen, biochemical, fluorescence intensity | P09958 | purified furin, fluorogenic substrate cleavage | inhibition, % at 30 µM | actives 0.061% (n = 220,000); in the data active = inhibition above about 25%; note: inactives centre near -15
BaF3 parental – parental Ba/F3 cell viability inhibition, counter-screen for JAK2V617F inhibitor project, murine pro-B, CellTiter-Glo luminescence. CellTiter-Glo ATP luminescence. inhibition, % at 5.6 µM. actives 1.1% (n = 220,000);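 active = inhibition above a per-campaign cutoff, the mean inhibition of all tested compounds plus 3 SD, cut at about 27% in these data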;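 note: 0% = DMSO wells and 100% = JAK Inhibitor I control wells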
Ba/F3 V617F tox – reduced viability of JAK2V617F-dependent Ba/F3 cells, primary screen, JAK2V617F inhibitor project, cell-based, Ba/F3 EpoR-JAK2V617F, luminescence | ATP luminescence | inhibition, % at 5.6 µM | actives 1.1% (n = 220,000);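 active = inhibition above the campaign mean plus 3 SD over all tested compounds, cut at about 24% in these data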;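 note: cytokine-independent growth of Ba/F3 cells driven by EpoR plus mutant JAK2; 0% = DMSO-treated cells and 100% = JAK inhibitor I control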
p97 ATPase inh – inhibitors of human p97 ATPase, primary screen, biochemical; Transitional endoplasmic reticulum ATPase (Homo sapiens), P55072; recombinant p97 ATPase, Kinase-Glo ATP luminescence, 3 h; inhibition, % at 8 µM; actives 0.42% (n = 220,000); in the data active = inhibition above about 15%;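 note: 0% = DMSO vehicle and 100% = wells lacking enzyme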
PPC-1+TRAIL kill – compounds killing PPC-1 cancer cells with TRAIL present, primary screen, TRAIL potentiator project, ATPLite luminescence, uHTS | PPC-1 cells + TRAIL, ATPLite viability luminescence | cell killing (% activity), % at 4 µM | actives 0.41% (n = 220,000);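 active = cell killing above 50% in the first pass at 4 µM, then a duplicate retest at 5 µM averaging 50% or more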;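 note: plate controls were cells with TRAIL plus DMSO for no effect and medium-only wells lacking cells for full effect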
* = called active by the depositor; x = not tested or not shown; & = joins results of further samples; [ ] = another dose, or the depositor's remark.

SMILES | TbHK1 inh | PGE2 EP2 inh | RBBP9 inhibitor | p47phox inh | Furin inh | BaF3 parental | Ba/F3 V617F tox | p97 ATPase inh | PPC-1+TRAIL kill
COC(=O)C1=C(C)NC(C)=C(C(=O)OC)C1C1CC=CCC1 (stereo not given) | -11 | 10 | 2 | -18 | -14[20 µM] | 2 | -5 | -2 | 12
O=C(C1CCN(c2ncnc3c2sc2cccc(F)c23)CC1)N1CCCC1 | -27 | 6 | -2 | 3 | 5 | 6 | 2 | -4 | 4
CN(C)/C=C1\SC(=S)N(N2C(=O)C3C4C=CC(C4)C3C2=O)C1=O (stereo not given) | -1 | 9 | -3 | -94 | -7 | -1 | -2 | 2 | 4
COc1ccc(C(c2nnnn2C2CCCCC2)N2CCN(C)CC2)c(OC)c1 (stereo not given) | -1 | 4 | -2 | 4 | -23 | 2 | 1 | -3 | x
Cc1cccc(N(C(=O)CCC(=O)Nc2cc(C)on2)C(C(=O)NC2CCCC2)c2ccncc2)c1 (stereo not given) | -1 | 13 | 1 | 11 | -16 | 4 | -3 | 4 | 14
CC1(C)C2CCC1(C)C(OC(=O)CCn1ccnc1)C2 (stereo not given) | -5 | 8 | -10 | -11 | -11 | -2 | -4 | 0 | 8
CC(=Nc1ccccc1)C1=C(O)CC(C)(C)CC1=O | -9 | 7 | 0 | -1 | -12 | 2 | 2 | -3 | 18
CCSc1nnc(NC(=O)Cc2ccc(OC)c(S(=O)(=O)N3CCOCC3)c2)s1 | -1 | 5 | -8 | -5 | -22 | 1 | 1 | 0 | 2
CC(C)NC(=O)Cn1c(=O)c2c(ncn2Cc2ccccc2)n(Cc2ccccc2)c1=O | -5 | 0 | -10 | -7 | -11[20 µM] | 4 | -1 | -1 | 1
O=C(NC1=NCCS1)c1cccc(NC(=O)c2ccco2)c1 | -1 | 2 | -3 | -23 | -19[20 µM] | 3 | -1 | 7 | 18
CC1(C)N=C(/C=N/O)CN1O | 3 | 19 | 3 | 0 | -13 | 7 | 1 | -4 | 3
CCCCNC(=O)CCCCCn1c(=O)[nH]c2cc(OC)c(OC)cc2c1=O | -24 | 6 | -1 | 2 | -22 | -4 | -3 | -1 | -1
CC1(C)OC1COc1c2ccoc2cc2oc(=O)ccc12 (stereo not given) | -5 | 8 | 7 | 3 | -26 | 1 | -8 | 5 | -1
NC(N)=Nc1ccc(N=C(N)N)cc1 | 0 | 6 | -6 | 18 | 2 | 3 | -3 | 3 | 2
O=C(COc1ccccc1)OCc1cc2ccccc2[nH]c1=O | -6 | -1 | -3 | 1 | -19 | 1 | -3 | 3 | -1
Cc1ccc(C(=O)NC(=O)OCCn2c(C)cnc2[N+](=O)[O-])cc1 | -5 | 15 | -7 | 10 | 2 | 2 | 3 | -5 | 24
O=S(=O)(NCCc1csc(-c2ccccc2)n1)c1ccc2c(c1)OCCO2 | 0 | 16 | 7 | -17 | -19[20 µM] | 4 | -2 | -2 | -2
FC(F)(F)c1nc(Oc2ccccc2)c2ccccc2n1 | 5 | 6 | -9 | 0 | -9[20 µM] | 3 | 2 | -5 | 1
COC(=O)c1ccc(S(=O)(=O)NCc2ccccn2)n1C | -7 | 2 | -4 | -12 | -27 | -4 | -1 | 8 | 6
CC(=O)Oc1ccc(NC(=O)CCC2CCCCC2)c(C(=O)O)c1 | 1 | 15 | -8 | -6 | -18[20 µM] | 0 | -4 | -4 | 22
CC(C)NC(=O)CN1C(=O)C(=O)c2ccccc21 | 4 | 5 | -5 | 1 | -8[20 µM] | 2 | -4 | -2 | 16
Cc1cccc(-n2nnc(C(=O)NCc3ccccn3)c2N)c1 | 8 | 5 | -3 | -3 | -31 | 0 | -3 | 7 | 2
Cc1nn(CC(=O)Nc2c(C)n(C)n(-c3ccccc3)c2=O)c(C)c1[N+](=O)[O-] | -3 | 7 | -9 | -11 | -14 | 4 | -5 | 3 | 12
Cc1cc(NC(=O)c2ccccc2)n(-c2nc3ccccc3[nH]2)n1 | -1 | 1 | 3 | 0 | -16 | 5 | -1 | 5 | -5
Cc1ccc(NC(=O)c2ccc(-n3cncn3)c([N+](=O)[O-])c2)cc1 | -3 | -1 | -9 | -8 | -22[20 µM] | 1 | -3 | 2 | 10
COC(=O)c1[nH]c2cc(OC)ccc2c1NC(=O)CN1CCC(C(N)=O)CC1 | -22 | 8 | -6 | -60 | -18 | 8 | 1 | 9 | 25
O=C(CCSc1nnc2ccccn12)Nc1ccc(F)cc1 | 1 | 8 | 0 | -8 | -27[20 µM] | 0 | -5 | 1 | -2
CCOc1ccc(NC(=O)CN2C(=O)S/C(=C/c3cccn3C)C2=O)cc1 | -8 | 10 | -1 | -42 | -17 | 3 | -1 | 2 | 10
O=c1cnnc(N/N=C/c2ccc3c(c2)OCO3)[nH]1 | -37 | 4 | -2 | -3 | -16 | -1 | -2 | 6 | 8
CCOC(=O)/C(C#N)=C\c1ccc(N2CCN(C/C=C/c3ccccc3)CC2)cc1 | -3 | 2 | -1 | -200 | 2 | 9 | 3 | -6 | 17

Some of these compounds in order of the TbHK1 inh value, falling.
| structure | TbHK1 inh |
| --- | --- |
| Cc1cccc(-n2nnc(C(=O)NCc3ccccn3)c2N)c1 | 8 |
| O=C(CCSc1nnc2ccccn12)Nc1ccc(F)cc1 | 1 |
| Cc1cc(NC(=O)c2ccccc2)n(-c2nc3ccccc3[nH]2)n1 | -1 |

Further compounds
SMILES | TbHK1 inh | PGE2 EP2 inh | RBBP9 inhibitor | p47phox inh | Furin inh | BaF3 parental | Ba/F3 V617F tox | p97 ATPase inh | PPC-1+TRAIL kill
Cc1cc(C[n+]2cc(Br)ccc2N)c2ncccc2c1 | -6 | 5 | -2 | 2 | -25 | 24 | 2 | 3 | 1
Cc1cc(=O)oc2cc(OCC(=O)OCC(=O)N3CCC(C)CC3)ccc12 | -4 | 2 | -1 | -11 | -18 | 4 | 0 | -1 | 3
N/C(Cc1ccc([N+](=O)[O-])cc1)=N\OC(=O)Cc1ccccc1 | 5 | 0 | -12 | -5 | -2 | 4 | 5 | -7 | 10
COc1ccc(C(=O)n2cc(C(=O)c3cc(C)ccc3O)cn2)cc1 | -1 | 7 | -4 | -8 | -14 | 7 | -2 | 2 | 18
COc1cccc(OC)c1CN(C)C(=O)c1cnccc1C(F)(F)F | -8 | 11 | -5 | 0 | -15 | 0 | 0 | 6 | 11
O=C(CCn1c(=O)oc2ccccc21)NCCN1CCc2ccccc2C1 | -4 | 7 | -5 | 6 | -9[20 µM] | 9 | 1 | 6 | 7
O=C(NNC(=O)C1CCCCC1)c1cnccn1 | -2 | 3&4 | -2 | -16 | -14[20 µM] | 0 | 0 | 0 | 10
Cn1c(SCc2ccccc2Cl)nnc1-c1cnccn1 | -2 | 17 | 0 | -11 | -15 | 2 | -3 | 2 | 13
Cc1ncoc1C(=O)N1CCc2c([nH]c3ccccc23)C1c1ccccc1F (stereo not given) | -2 | 12 | -2 | -6 | -24 | 7 | 4 | -2 | 9
Oc1cccc(NC(=S)Nc2cccnc2)c1 | 37 | 4 | 6 | -9 | -12 | 4 | -4 | 4 | -2
COc1ccc(C2C(Oc3ccccc3)C(=O)N2c2cc(C)ccc2C)cc1OC (stereo not given) | -6 | x | 0 | -2 | -1[20 µM] | -2 | -2 | 0 | 9
CCc1cc2c(=O)c(-c3nc4ccccc4n3C)c(COCC(=O)O)oc2cc1O | -20 | 14 | -14 | -5 | 1 | 1 | 6 | -5 | 23
COc1cc(C2C(C(=O)/C=C/c3ccccc3)=C(O)C(=O)N2c2ccccn2)ccc1O (stereo not given) | -13 | 7 | -5 | -16 | 1 | 0 | -1 | 4 | 14
COc1ccc(S(=O)(=O)N2CCCCC2)cc1NC(=O)c1cc(C)on1 | -4 | 8 | 4 | -14 | -19 | 8 | 0 | 4 | 12
COc1cccc(C(=O)CN2CCN(S(=O)(=O)c3ccc(Br)cc3)CC2)c1 | -10 | 14 | -5 | -9 | -13 | 0 | 0 | 5 | 9
C[C@@]12CCC=C[C@H]1[C@H](c1ccc3ccccc3c1Br)N(Cc1ccccc1)C2=O | -14 | 8 | x | -12 | -25 | x | x | x | 14
O=C(CCCSc1nc2ccccc2s1)NCc1ccc2c(c1)OCO2 | 3 | 24 | -3 | -18 | -28 | 0 | -3 | 3 | -10
Cc1ccc(NC(=O)Nc2cccnc2)cc1NC(=O)Nc1cccnc1 | -2 | 13 | -11 | -24 | -16 | 6 | 0 | -1 | 8
COCCN(C(=O)CN1CCc2ccccc2C1)c1c(N)n(Cc2ccccc2)c(=O)[nH]c1=O | 1 | 10 | -7 | -9 | -24 | 1 | -2 | -1 | 3
COc1ccc(NC(C)=O)cc1CNC(=O)COc1c(C)c(C)cc(C)c1C | -8 | 6 | -5 | -14 | -15 | 2 | -1 | -2 | 9
O=C(CCc1ccccc1)NC(=S)Nc1ccc2c(c1)C(=O)OC2 | -3 | 6 | -1 | -25 | -21 | -1 | -7 | 0 | -13
Nc1ccc(OC(=O)Nc2ccc(O)cc2)cc1 | -5 | 6 | -3 | 0 | -3 | 3 | 0 | -2 | 10
CC(C)NC(=O)Cn1nc(C(F)(F)F)c2c1CCC2 | -2 | 10 | -2 | 3 | -14[20 µM] | -1 | -4 | 4 | 4
Cc1nc(Cl)c2c(n1)NC1=C(O2)C(=O)CCC1 | -8 | 3 | 1 | -13 | -2 | 5 | 3 | -4 | -11
COC(=O)C1=C(C)OC(N)=C(C#N)C1c1ccc(OC)c(OC)c1OC (stereo not given) | -6 | 4 | 0 | -19 | -36[20 µM] | 5 | -1 | 4 | -4
O=C(Nc1ccc(F)cc1)c1nc[nH]c1C(=O)Nc1ccccc1[N+](=O)[O-] | 14 | 4 | -7 | -7 | -16 | 6 | -5 | 11 | 20
CC(C)(C)C(=O)Nc1sc2c(c1C(=O)Nc1ccccn1)CCCC2 | -3 | 6 | 4 | -4 | -18 | 2 | -1 | 4 | -3
O=C(NCc1ccccc1)NC12CC3CC(CC(C3)C1)C2 | -3 | 8 | -8 | -4 | -29 | -1 | -1 | 3 | -1
CC(C)C(=O)N(Cc1cc(=O)[nH]c2ccccc12)c1ccccc1 | -6 | 12 | -6 | -3 | -21 | 3 | -1 | 2 | 12
CCOC(=O)CCc1c(C)nc2cc(-c3ccc(Cl)cc3)[nH]n2c1=O | 4 | 20 | -4 | 0 | -27 | 3 | -3 | 5 | 17

A different layout for part of the listing above:
Value order: TbHK1 inh, PGE2 EP2 inh, RBBP9 inhibitor, p47phox inh, Furin inh, BaF3 parental, Ba/F3 V617F tox, p97 ATPase inh, PPC-1+TRAIL kill
- CC(C)(C)C(=O)Nc1sc2c(c1C(=O)Nc1ccccn1)CCCC2
    -3, 6, 4, -4, -18, 2, -1, 4, -3
- O=C(NCc1ccccc1)NC12CC3CC(CC(C3)C1)C2
    -3, 8, -8, -4, -29, -1, -1, 3, -1
- CC(C)C(=O)N(Cc1cc(=O)[nH]c2ccccc12)c1ccccc1
    -6, 12, -6, -3, -21, 3, -1, 2, 12

Assay outcomes deposited in PubChem by several laboratories.

Not all compounds are listed (hit frequency here may not be typical).
